# APJ agonist: agonists of human apelin receptor APJ, primary screen, CHO-K1 cells, PathHunter beta-arrestin, luminescence | P35414 | 0% DMSO wells, 100% apelin | hit rate 0.11% among 330,000 | activation, % at 20 µM;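 active means activation more than six SD over the plate average, tested at 20 µM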;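 further: 0% = DMSO alone and 100% = apelin-13 at 10 nM; some results filed as inactive read as strong as hits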
# Target sequence (P35414 whole entry, looked up): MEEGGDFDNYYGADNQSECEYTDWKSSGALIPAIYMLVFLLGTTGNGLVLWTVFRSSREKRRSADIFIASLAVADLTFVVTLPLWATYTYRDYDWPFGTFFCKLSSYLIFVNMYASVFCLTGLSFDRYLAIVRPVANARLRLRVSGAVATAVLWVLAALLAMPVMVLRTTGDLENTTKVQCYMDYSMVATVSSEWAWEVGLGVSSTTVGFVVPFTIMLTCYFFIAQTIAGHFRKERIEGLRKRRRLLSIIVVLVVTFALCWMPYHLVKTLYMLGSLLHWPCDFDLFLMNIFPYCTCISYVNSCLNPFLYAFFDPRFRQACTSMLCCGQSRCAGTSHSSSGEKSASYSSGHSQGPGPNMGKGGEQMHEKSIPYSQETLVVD
#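 Assay system: CHO-K1 APJ beta-arrestin complementation cell line / Compound: single test compound dose, 20 µM final, 1% DMSO / Times: overnight seeding, 90 min compound at 25 °C, 1 h detection / Technique: beta-gal luminescence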
# NALP3 yeast inh: NALP3 inflammasome inhibitors in reconstituted yeast, primary screen, luminescence, uHTS. Yeast reconstituted NLRP3/ASC/caspase-1, beta-gal luminescence, 24 h. inhibition, % at 10 µM. hit rate 0.39% among 330,000. AID 2825, 2010;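 active means inhibition of 50% or more; inactive means inhibition below 50%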;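 further: plate controls were induced DMSO wells for no effect and uninduced yeast grown without galactose for full effect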
# beta cell repl: inducers of MIN6 beta-cell proliferation, primary screen, ATP luminescence, uHTS; MIN6 cells proliferation, ATPlite luminescence, 48 h; cells starved in 0.2% serum; 100% = growth in 10% serum; AID 2380, 2010; hit rate 0.29% among 330,000; proliferation, % at 10 µM;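 active means compounds whose signal lies at least 3.5 SD above the mean of all wells on their plate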;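 further: 0% = DMSO-treated cells in low-serum medium and 100% = 10% serum control; some compounds called inactive have numbers as strong as hits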
# APJ antag: antagonists of human apelin receptor APJ, primary screen, CHO-K1 cells, beta-arrestin complementation, luminescence; inhibition, % at 20 µM; hit rate 0.32% among 330,000;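 active means inhibition above about 40% at 20 µM, limit read from the data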;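 further: cells challenged with 10 nM apelin-13 agonist together with compound; plate controls were apelin-13 plus DMSO wells for no effect and DMSO wells lacking apelin-13 for full effect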
# TIM10 inh: growth inhibitors of isogenic TIM10 control yeast, primary screen, counter-screen for tim10-1 yeast inhibitor project, luminescence, uHTS. hit rate 1.4% among 330,000. inhibition, % at 10 µM. AID 463195, 2010. S. cerevisiae TIM10 strain growth, BacTiter-Glo luminescence, 24 h;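 active means inhibition of 40% or more at the single tested concentration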;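 further: wild-type TIM10 isogenic control strain grown at permissive 25 °C; 0% = DMSO yeast wells and 100% = minimal medium wells without yeast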
# GRIN3A LBD mod: binders of NR3A ligand-binding domain, primary screen, biophysical, differential scanning fluorimetry, uHTS; Tm shift relative to glycine control, % at 25 µM; hit rate 2.5% among 340,000; NR3A LBD differential scanning fluorimetry, Tm shift; 0% = protein alone, 100% = glycine-bound protein; AID 1259313, 2017;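 active means melting temperature shift of at least 10% of the positive control shift, at one fixed dose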
# tim10-1 inh: growth inhibitors of tim10-1 mutant yeast, primary screen, luminescence, uHTS | S. cerevisiae tim10-1 ts strain growth, BacTiter-Glo, 24 h | inhibition, % at 20 µM | hit rate 2.2% among 330,000;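 active means inhibition of at least 40%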;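 further: mutant grown at 25 °C; 0% = DMSO wells with yeast and 100% = wells holding no yeast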
# tim23-1 inh: growth inhibitors of tim23-1 mutant yeast, primary screen, luminescence, uHTS | S. cerevisiae tim23-1 growth, BacTiter-Glo luminescence, 24 h | inhibition, % at 20 µM | hit rate 1.3% among 330,000 | AID 463212, 2010;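 active means growth inhibition of the mutant yeast at or above 50%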;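 further: temperature-sensitive mutant grown at 25 °C; plate controls were DMSO-treated mutant yeast for no effect and medium wells lacking yeast for full effect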
# MPTP block: mitochondrial permeability transition pore inhibitors, primary screen, biochemical, isolated mouse mitochondria, absorbance | AID 602449, 2012 | hit rate 1.4% among 360,000 | Ca2+ swelling absorbance, 30 min | inhibition, % at 10 µM;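 active means inhibition of 50% or more, scaled per plate between neutral and stimulator controls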;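 further: 0% = DMSO wells given calcium and 100% = 1 mM EGTA wells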
# * hit, by the source's call; · = no result given.
SMILES,APJ agonist,NALP3 yeast inh,beta cell repl,APJ antag,TIM10 inh,GRIN3A LBD mod,tim10-1 inh,tim23-1 inh,MPTP block
CC1CCC(NC(=O)CCS(=O)(=O)c2ccc3c(c2)CC(C)N3C(=O)C2CC2)CC1 (stereo not given),-3,11,-2,15,2,-2,3,-8,1.1
N#C/C(=C\c1ccc(OCc2ccc(F)cc2)cc1)C(=O)Nc1cccc(C(=O)O)c1,-1,33,-3,-3,9,-7,3,19,6.1
CCOc1ccc(NC(=O)N(CCCN2CCOCC2)Cc2cccnc2)cc1,-2,6,-3,1,-3,-1,-17,-2,0.9
CCCn1c(SCC(=O)Nc2ccc(C(=O)Nc3ccccc3OC)cc2)n[nH]c1=O,2,-1,1,-33,3,-11,25,6,0.1
O=C(Cn1cnc(S(=O)(=O)N2CCCC2)c1)Nc1ccc(OC(F)(F)F)cc1,-1,-8,1,1,-1,0,-12,-6,0.7
Cc1ccc(/C=C/c2ccc3cccc(O)c3n2)s1,1,17,-5,-23,-10,-6,15,6,-0.3
O=C(CN(C(=O)c1csnn1)c1ccc2c(c1)OCCO2)NCc1ccccc1,-3,22,1,16,5,1,-13,6,1.1
Cc1ccc(S(=O)(=O)NC(C)CCc2ccccc2)cc1 (stereo not given),-3,14,-1,4,18,-2,16,38,-3.4
O=C(Nc1ccccc1Oc1cccnc1)C1CCCN(Cc2ccccc2O)C1 (stereo not given),-3,5,-1,-33,-2,-1,-2,7,0.8
CC1(c2nnc(Cc3ccccc3)o2)CC(c2ccc(C#N)cc2)=NO1 (stereo not given),8,34,-4,7,-5,0,5,32,0.2
CCN(CC)c1ccc(/C=N/NC(=O)c2nnn(-c3nonc3N)c2C(C)C)c(O)c1,8,24,-8,-27,60*,19*,72*,62*,-0.9
O=C(O)C1=C[C@@H](c2csc3ccccc23)C[C@@H](OCCCCO)O1,-6,8,-4,6,-9,-1,15,2,0.2
NC(=S)N=Nc1c(O)[nH]c2c(Br)cc(Br)cc12,-6,19,-5,28,-21,-1,-4,-35,-0.7
Cc1oncc1-c1cn2ccccc2n1,5,4,-3,-5,-2,0,6,-4,-0.1
CC1(C)Cc2nc3oc4c(N5CCOCC5)ncnc4c3cc2CO1,0,-3,-2,5,-4,-2,3,15,-1.4
COc1ccc(NC(=S)NC(=O)c2ccccc2)cn1,-2,23,0,-2,-6,2,-1,3,1.2
Cc1ccc(S(=O)(=O)N2CCOCC2)cc1NC(=O)CSc1nc2ccccc2c(=O)n1Cc1ccccc1,0,7,0,-5,2,14*,18,2,1.0
CC(=O)NCCc1cc2ccc(C)c(C)c2[nH]c1=O,-3,15,-1,13,-10,-1,-2,3,-0.7
O=C1N=C(N2CCCC2)S/C1=C\c1cn[nH]c1-c1ccccc1,-2,6,0,18,1,·,-13,3,·
CCSC1=N/C(=C\c2ccc3c(c2)OCO3)C(=O)S1,-5,-4,0,4,-4,3,31,24,1.0
COc1ccc(Cl)cc1C(=O)NNC(=O)c1[nH]c(C)c(C(C)=O)c1C,1,17,-1,0,7,15*,13,8,0.3
CCCCc1nnc(NC(=O)CCS(=O)(=O)Cc2ccccc2)s1,-3,-1,-6,3,7,0,11,11,-0.9
O=C(Nc1ccc(Oc2ccccc2)cc1)C1CCN(c2ncccn2)CC1,-3,0,0,9,8,-2,13,-15,7.5
COc1cc2cc(CCO)oc(=O)c2cc1OC,-4,4,-1,5,-8,-3,-1,6,-0.8
Nc1nc2ccccc2n1/N=C/c1ccc(-c2ccccc2)o1,2,19,-5,-28,38,30*,14,55*,6.2
CCCC(C)C(=O)NCc1ccccc1OC (stereo not given),-5,-4,-1,1,0,1,-2,13,-1.0
CCOC(=O)CSc1nc(C)cc(Oc2ccc(=O)n(C)n2)n1,-2,5,-1,-6,-4,0,20,6,-1.5
O=C(Nc1ccccc1C(=O)NCCN1CCOCC1)c1cccc([N+](=O)[O-])c1,12,1,-5,17,7,-3,14,4,0.1
CN1CCN(c2ccccc2NC(=O)c2c(F)cccc2F)CC1,-1,3,-4,-17,-2,2,1,10,0.8
O=C(c1ccc(F)c(S(=O)(=O)N2CCOCC2)c1)N1CCN(c2ccc(F)cc2)CC1,0,10,-4,2,-7,1,13,2,-2.6
COc1ccc(C(C(=O)NC2CCCC2)N(Cc2cccnc2)C(=O)Cc2cccs2)cc1OC (stereo not given),-3,10,0,0,-16,-3,8,10,-0.4
O=S(=O)(Nc1ccccc1Br)c1cccs1,-5,-59,-1,-3,33,1,16,31,1.3
Cc1ccc(CNC(=O)CN(C)S(=O)(=O)c2cnc[nH]2)cc1,0,-10,-1,0,-4,-1,-12,-6,0.0
COCCOc1ccc(C(F)(F)F)cc1NC(=O)COC(=O)Cc1c[nH]c2ccccc12,2,25,3,0,10,21*,8,33,0.6
COc1cc2[nH]c(=S)n(CCN3CCOCC3)c(=O)c2cc1OC,1,6,0,19,-4,-1,-8,-6,-0.9
COc1ccc(/C=C/C(=O)OCC(=O)NC2CCCC(C)C2C)cc1 (stereo not given),-2,11,-1,3,16,-4,9,23,-0.4
Cc1ccccc1NC(=O)C1CCCN(C(=O)Nc2ccc(F)cc2)C1 (stereo not given),-1,14,-2,8,-5,3,-6,-6,-4.7
Cn1nnnc1Sc1ncnc2scc(-c3ccc(F)cc3)c12,-1,-3,-6,4,4,-4,34,19,1.1
O=C(CN1C(=O)NC(Cc2ccccc2)C1=O)Nc1ccc(F)cc1 (stereo not given),0,-2,-2,-3,18,-6,9,18,1.1
CC1CCc2c(sc(NC(=O)CCc3nc4ccccc4c(=O)[nH]3)c2C#N)C1 (stereo not given),0,-12,-7,-31,-5,-1,3,7,2.7
CCN(CC)CCN(Cc1cc2cc3c(cc2[nH]c1=O)OCCO3)C(=O)NC1CCCCC1,3,15,-2,4,-7,0,0,14,-0.5
CC(C)(O)C#Cc1ccc(C(=O)NCCc2ccc(S(N)(=O)=O)cc2)cc1,-9,-4,-2,5,-5,3,2,18,-0.9
Cc1ccc(C)c(CSC2=NCCN2S(=O)(=O)c2ccccc2)c1,-4,3,-2,1,11,-6,30,14,0.4
O=C(NC12CC3CC(CC(C3)C1)C2)C1CC(=O)N(c2ccc(Br)cc2)C1 (stereo not given),-1,27,-5,-20,13,-2,11,11,-4.6
O=C(Cc1ccc(F)cc1)NCC1CCCO1 (stereo not given),-3,10,3,-20,8,-5,2,4,-0.1
O=C(c1ccc(Cl)c(Cl)c1)N1CCN(Cc2ccc3c(c2)OCO3)CC1,-2,25,0,4,-11,-1,2,22,-0.7
O=C(CN1CCN(C2CCCCC2)CC1)c1c[nH]c2ccccc12,-1,9,0,-1,9,1,6,-2,0.4
O=C(CSc1ncc(-c2ccccc2)n1C1CCCC1)N1CCc2ccccc21,-5,-5,-4,0,17,-3,20,28,7.6
Cc1[nH]c2ccccc2c1/C=N\NC(=O)CNc1ccc2c(c1)OCO2,1,13,-1,-14,15,-10,21,25,0.1
COc1ccc(C2C(C(=O)NCc3ccccn3)c3cc(OC)c(OC)cc3C(=O)N2C)cc1 (stereo not given),-2,5,1,-21,12,-1,8,15,-0.4
Cc1cccc(NS(=O)(=O)c2ccc3c(c2)NC(=O)CC(=O)N3)c1,-2,7,0,14,-9,-2,-10,-6,-3.2
COc1ccc(NC(=O)CSc2nnc(C)n2C2CCCCC2)cc1,2,19,-3,-3,8,1,14,20,-0.7
COc1ccccc1-c1coc2c(CN3CCN(C)CC3)c(O)ccc2c1=O,6,4,-1,9,-9,-1,8,5,-0.5
CCOC(=O)C(=O)N(CC)C1CCS(=O)(=O)C1 (stereo not given),3,2,-1,-20,11,0,-3,20,0.0
COC(=O)c1cn(NC(=O)c2ccc(OC)c([N+](=O)[O-])c2)c(=O)c2ccccc12,-1,3,-3,-3,-39,-3,10,7,-0.6
CC(C)(C)NC(=O)NC(=O)COC(=O)COc1ccc(Cl)cc1Cl,-2,-1,-3,14,-12,-11,23,15,0.3
O=C(c1ccccc1)N1CCCCC(Sc2nnc3ccccn23)C1=O (stereo not given),-2,8,0,2,-11,-12,-5,2,-1.2
Cc1c(OC(C(=O)O)c2ccccc2)ccc2c3c(c(=O)oc12)CCC3 (stereo not given),0,-10,2,23,-5,0,10,10,0.1
Cc1cc(N2CCCC2)c(C)cc1C=O,-4,38,-3,-1,-7,-3,7,16,1.9
CCn1ccc(C(=O)Nc2ccc3c(c2)CCC3)n1,-2,41,-4,8,12,2,34,22,1.1

# The listing continues:
SMILES,APJ agonist,NALP3 yeast inh,beta cell repl,APJ antag,TIM10 inh,GRIN3A LBD mod,tim10-1 inh,tim23-1 inh,MPTP block
O=C(COc1coc(CN2CCCc3ccccc32)cc1=O)Nc1ccc([N+](=O)[O-])cc1,9,19,-2,14,-24,3,-21,-8,-0.5
O=S(=O)(CCc1nc2ccccc2o1)c1ccc(Cl)cc1,-2,34,0,11,4,-2,18,2,-1.2
NC(=O)CC(NC(=O)Cc1ccc(Br)cc1)c1ccc(NCCc2ccccc2F)c([N+](=O)[O-])c1 (stereo not given),3,10,-3,6,8,-7,9,17,-0.7
CCOc1ccc(NC(=O)CN(C)C(=O)c2cc(C)on2)cc1OCC,-7,10,1,-5,0,-4,5,-8,-0.7
O=C(Nc1cnc2sccn2c1=O)c1ccccc1Cl,-6,11,1,19,1,-6,-7,2,-1.1
CCc1nnc(NS(=O)(=O)c2ccc(Nc3ccc([N+](=O)[O-])c4nonc34)cc2)s1,-9,34,-1,65*,4,-3,3,10,5.0
CCc1c(C)nc2ncnn2c1N1CCC(C(=O)NCc2cccc(OC)c2)CC1,-4,-3,-2,19,0,3,9,11,-0.5
C=CCNc1nnc(Cc2ccc(C(C)C)cc2)c(=O)[nH]1,3,-2,-1,-55,7,1,14,12,-0.6
CCC(c1nnnn1Cc1ccco1)N1CCN(C(=O)c2ccco2)CC1 (stereo not given),-4,8,0,-4,15,3,8,7,-0.1
Cc1ccc(-c2cc(C(=O)Nc3c(C#N)cnn3C)no2)cc1,1,14,-3,5,6,-3,10,5,1.5
CCc1nc2c(n1O)CCc1nonc1-2,-4,7,-1,-4,13,0,-4,8,-1.6
CCOc1cc(/C=C2/C(=N)N3C(=NC2=O)SN=C3S(=O)(=O)C(C)C)ccc1OC(=O)c1ccco1,-7,-5,-2,8,25,3,39,17,-0.3
CCN(CC)c1ccc(NC(=O)c2ccco2)c(C)c1,4,12,-2,-25,-18,-19,24,21,-1.7

# Laid out differently: four of the compounds above
canonical_smiles | APJ agonist | NALP3 yeast inh | beta cell repl | APJ antag | TIM10 inh | GRIN3A LBD mod | tim10-1 inh | tim23-1 inh | MPTP block
CCc1nnc(NS(=O)(=O)c2ccc(Nc3ccc([N+](=O)[O-])c4nonc34)cc2)s1 | -9 | 34 | -1 | 65* | 4 | -3 | 3 | 10 | 5.0
CCc1c(C)nc2ncnn2c1N1CCC(C(=O)NCc2cccc(OC)c2)CC1 | -4 | -3 | -2 | 19 | 0 | 3 | 9 | 11 | -0.5
C=CCNc1nnc(Cc2ccc(C(C)C)cc2)c(=O)[nH]1 | 3 | -2 | -1 | -55 | 7 | 1 | 14 | 12 | -0.6
CCC(c1nnnn1Cc1ccco1)N1CCN(C(=O)c2ccco2)CC1 (stereo not given) | -4 | 8 | 0 | -4 | 15 | 3 | 8 | 7 | -0.1

# Screens: PubChem, Sanford-Burnham Center for Chemical Genomics
